# D3 ag: D3 dopamine receptor (human) agonism. P35462. D3R DiscoveRx beta-arrestin cells, luminescence, 90 min. max activation, %. 410,000 compounds, 0.58% hits; in the data active = max activation above about 30%; note: 0% is about no effect; mostly tested at two doses, the higher about 12 µM
#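 Agonist-mode cell screen: cells plated at 1500/well and incubated overnight at 37 °C, then exposed to library compounds for 90 min at 37 °C. Detection reagent was added for 30–60 min at room temperature, and luminescence was read.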
# Abeta rescue: restores growth of yeast expressing A-beta42 peptide; yeast expressing A-beta42, growth rescue, OD600, 48 h; response scale: 0% DMSO, 100% iron-clioquinol control; Potency, µM (doses to about 46.1 µM), for the others: at the top dose growth rescue, usual class: activators; 410,000 compounds, 0.063% hits; AID 1347071; note: potency is the fitted concentration of half-maximal effect; nearly all actives have a fitted effect of over 55% in size
#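 Yeast growth medium received pinned compounds, then yeast cells expressing toxic A-beta were added; plates incubated at 30 C for 48 hr. Growth read as absorbance at 600 nm, normalized to DMSO and equimolar FeCl3 plus clioquinol controls.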
# aSyn yeast inh: inhibitors of alpha-synuclein toxicity in yeast | Yeast expressing alpha-synuclein, growth rescue, BacTiter-Glo, 24 h | Potency, µM (doses to about 46.1 µM), for the others: at the highest dose growth rescue (activation), most hits filed as activators | 370,000 compounds, 0.14% hits | AID 652106; note: potency is the fitted concentration of half-maximal effect; % of control where 0% means no effect; nearly all actives have a fitted effect of over 65% in size
#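 Readout is rescue of growth in alpha-synuclein-expressing yeast, so inhibitors of toxicity appear as activators. Growth after 24 hr at 30 deg C in galactose medium is quantified by luminescence.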
# EPAC2 antagonist: antagonists of human EPAC2. Potency, µM (doses to about 114 µM), for inactives: at the highest dose activity, negative = inhibition, usual class: inhibitors. AID 720708. EPAC2 GEF exchange of Rap1B-BODIPY-GDP, fluorescence. Q8WZA2. 360,000 compounds, 0.18% hits; note: potency is the fitted concentration of half-maximal effect; % is set by controls: 0 for no effect and ±100 for the full control effect; nearly all actives have a fitted effect of over 45% in size; many of its hits are not listed in these tables
# Target sequence (Q8WZA2 whole entry, looked up): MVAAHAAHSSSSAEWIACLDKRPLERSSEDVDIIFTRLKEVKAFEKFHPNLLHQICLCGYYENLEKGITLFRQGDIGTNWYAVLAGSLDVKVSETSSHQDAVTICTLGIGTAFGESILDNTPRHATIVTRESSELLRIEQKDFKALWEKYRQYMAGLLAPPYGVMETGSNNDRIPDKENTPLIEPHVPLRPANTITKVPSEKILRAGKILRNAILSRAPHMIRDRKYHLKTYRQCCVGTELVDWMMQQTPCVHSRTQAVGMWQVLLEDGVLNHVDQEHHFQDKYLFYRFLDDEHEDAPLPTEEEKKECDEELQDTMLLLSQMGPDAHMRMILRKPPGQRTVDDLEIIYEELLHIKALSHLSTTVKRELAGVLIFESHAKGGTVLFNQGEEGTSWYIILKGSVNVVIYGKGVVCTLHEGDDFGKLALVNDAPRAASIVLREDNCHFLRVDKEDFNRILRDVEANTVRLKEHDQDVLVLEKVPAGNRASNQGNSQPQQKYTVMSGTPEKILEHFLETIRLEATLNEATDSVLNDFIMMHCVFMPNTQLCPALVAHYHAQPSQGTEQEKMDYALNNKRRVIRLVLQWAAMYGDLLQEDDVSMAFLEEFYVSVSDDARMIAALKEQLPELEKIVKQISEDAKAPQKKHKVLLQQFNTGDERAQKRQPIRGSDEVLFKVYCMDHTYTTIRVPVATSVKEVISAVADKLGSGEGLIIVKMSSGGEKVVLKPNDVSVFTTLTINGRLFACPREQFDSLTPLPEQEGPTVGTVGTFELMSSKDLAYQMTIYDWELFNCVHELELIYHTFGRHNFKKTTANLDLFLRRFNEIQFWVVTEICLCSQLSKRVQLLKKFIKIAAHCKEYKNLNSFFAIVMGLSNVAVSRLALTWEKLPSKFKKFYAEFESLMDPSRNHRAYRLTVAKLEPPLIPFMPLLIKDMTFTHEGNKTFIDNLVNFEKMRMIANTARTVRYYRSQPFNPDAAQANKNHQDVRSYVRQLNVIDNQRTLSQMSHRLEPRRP
# EPAC2 agonist: EPAC2 (human) agonism; Potency, µM (titrated, usually from 154 µM), for the others: at the top dose activation, actives largely listed as activators; EPAC2 activation, biochemical qHTS; response scale: 100% = 6.5 mM cAMP response; 360,000 compounds, 0.079% hits; note: potency is the fitted concentration of half-maximal effect; nearly all actives have a fitted effect of over 50% in size
#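 Fluorescence exchange assay: 100 nM EPAC2 with 250 nM RAP1B-BODIPY-GDP and 50 uM GDP; compounds tested as a concentration-titration series (qHTS). Loss of Rap1-bound BODIPY-GDP fluorescence read at 480/540 nm; data normalized to 6.5 mM cAMP.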
# DRD3 antagonist: D3 dopamine receptor (human) antagonism. max response, negative = inhibition, %. D3R cells, DiscoveRx beta-arrestin luminescence, antagonist mode; active compounds read low. P35462. 360,000 compounds, 2.5% hits; in the data active = max response below about -50%; inconclusive = no clear call, values can overlap the other calls; note: % is set by controls: 0 for no effect and ±100 for the full control effect; mostly tested at two doses, the higher about 12 µM
#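 Cells plated overnight at 1500 cells/well, then exposed to library compounds with dopamine controls for 90 minutes at 37 degrees C. DiscoveRx reagent added for 30–60 minutes at room temperature; luminescence read, quantitative HTS format.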
# TDP-43 yeast inh: rescues yeast growth from TDP-43 toxicity | TDP-43 expressing yeast growth rescue, BacTiter-Glo, 24 h | Potency, µM (titrated, usually from 46.1 µM), for inactives: top-dose growth rescue (activation), hits mostly activators | 410,000 compounds, 1.8% hits; note: potency is the fitted concentration of half-maximal effect; % of control where 0% means no effect; nearly all actives have a fitted effect of over 50% in size
#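 Yeast cells expressing TDP-43 under galactose induction are exposed to compounds for 24 hr at 30 deg C. BacTiter-Glo luminescence measures growth, so protective compounds score as activators.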
# FUS suppressor: FUS proteinopathy suppression in yeast; Potency, µM (doses to about 76.6 µM), for inactives: at the top dose growth rescue (activation), usual class: activators; 390,000 compounds, 0.24% hits; S. cerevisiae FUS-expressing, growth rescue, OD600, 24 h;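 note: potency is the fitted concentration of half-maximal effect; plate controls were DMSO vehicle for no effect and reference control for full effect; nearly all actives have a fitted effect of over 55% in size; some results filed as inactive show a strong effect at the top dose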
#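 Galactose (2%) drives FUS expression in yeast precultured in raffinose; seeding density OD 0.005. Test compounds incubated 24hr at 30C and 99% humidity before absorbance at 600 nm was measured.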
# * hit, by the source's call; ? = inconclusive; . = no result given; [ ] = remark or other dose. Unless noted, calls come from the whole dose curve; as a rule, active = well fitted curve in the direction sought with a large enough effect; inconclusive = small, poorly fitted or top-dose-only effect, or another doubt; inactive = no such curve, though single readings can be large; an effect the other way counts as inactive or inconclusive. Not all compounds are listed; the hit share may differ from the screen's.
SMILES,D3 ag,Abeta rescue,aSyn yeast inh,EPAC2 antagonist,EPAC2 agonist,DRD3 antagonist,TDP-43 yeast inh,FUS suppressor
CC(=O)N1c2ccc(S(=O)(=O)NCCC(=O)NCc3ccc(Cl)cc3)cc2CC1C (stereo unspecified),0,1%,3%,0%,-5%,0,6%,1%
Cc1c(Cl)cccc1Nc1nc2ccc(C(=O)c3ccccc3)cc2n2cnnc12,-9,-10%,.,.,.,.,-2%,-6%
CCN(C(=O)CCN1C(=O)c2ccccc2S1(=O)=O)c1ccccc1,4,4%,2%,-8%,4%,7,0%,0%
CCC(Sc1nc(C)cc(=O)[nH]1)C(=O)Nc1ccc(Cl)cn1 (stereo unspecified),3,10%,6%,-1%,7%,6,2%,-19%
Cc1ccccc1OCC(=O)NNC(=O)Nc1ccccc1,0,2%,4%,-9%,5%,-1,19%,-36%
COc1cc(C)nc(Oc2ccc(OCCOc3ccccc3)nn2)n1,5,-8%,2%,2%,7%,-4,24%,-6%
O=C(Nc1cccc(S(=O)(=O)N2CCCCC2)c1)c1cc([N+](=O)[O-])ccc1N1CCOCC1,-15,2%,0%,-13%,2%,-12,1%,12%
COc1cc(C(C)=O)ccc1OCC(=O)NC(=O)Nc1ccc(C)cc1C,-11,-4%,0%[1.84 µM],1%,-5%,3,8%,-1%
O=[N+]([O-])c1ccccc1S(=O)(=O)NC1CC2CCC1C2 (stereo unspecified),2,-11%,3%,3%,-2%,3,18%,-6%
CC(C)CC(CO)N1CCN(C(=O)c2ccc(C(C)(C)C)cc2)CCC1=O (stereo unspecified),2,-2%,1%,-14%,-2%,0,13%,30%
Cc1ccc(C)c(S(=O)(=O)N2CCCN(C)CC2)c1,-13,-10%,-1%,4%,3%,6,-24%,11%
CCOP(=O)(OCC)C(NC(=O)Nc1ccc(Cl)cc1)c1ccccc1 (stereo unspecified),-2,1%,2%,-3%,-16%,2,6%,3%

# Retrieved by compound from the entries so far (4):
SMILES,D3 ag,Abeta rescue,aSyn yeast inh,EPAC2 antagonist,EPAC2 agonist,DRD3 antagonist,TDP-43 yeast inh,FUS suppressor
COc1cc(C(C)=O)ccc1OCC(=O)NC(=O)Nc1ccc(C)cc1C,-11,-4%,0%[1.84 µM],1%,-5%,3,8%,-1%
Cc1c(Cl)cccc1Nc1nc2ccc(C(=O)c3ccccc3)cc2n2cnnc12,-9,-10%,.,.,.,.,-2%,-6%
COc1cc(C)nc(Oc2ccc(OCCOc3ccccc3)nn2)n1,5,-8%,2%,2%,7%,-4,24%,-6%
CCC(Sc1nc(C)cc(=O)[nH]1)C(=O)Nc1ccc(Cl)cn1 (stereo unspecified),3,10%,6%,-1%,7%,6,2%,-19%

# An excerpt from above in order of formula weight, lowest first:
SMILES,D3 ag,Abeta rescue,aSyn yeast inh,EPAC2 antagonist,EPAC2 agonist,DRD3 antagonist,TDP-43 yeast inh,FUS suppressor
CCC(Sc1nc(C)cc(=O)[nH]1)C(=O)Nc1ccc(Cl)cn1 (stereo unspecified),3,10%,6%,-1%,7%,6,2%,-19%
COc1cc(C)nc(Oc2ccc(OCCOc3ccccc3)nn2)n1,5,-8%,2%,2%,7%,-4,24%,-6%
COc1cc(C(C)=O)ccc1OCC(=O)NC(=O)Nc1ccc(C)cc1C,-11,-4%,0%[1.84 µM],1%,-5%,3,8%,-1%

# (continued)
SMILES,D3 ag,Abeta rescue,aSyn yeast inh,EPAC2 antagonist,EPAC2 agonist,DRD3 antagonist,TDP-43 yeast inh,FUS suppressor
O=C(OCC(=O)N(C1CCCCC1)C1CCCCC1)c1ccncc1,-2,0%,-1%,-2%,-1%,25,12%,26%
O=C(CSc1nc(=O)n(CCN2CCOCC2)c2c1CCCC2)Nc1cccc([N+](=O)[O-])c1,2,-8%,2%,-6%,0%,-2,-15%,2%
CC(=O)Nc1cccc(NC(=O)CCn2c(=O)sc3ccccc32)c1,0,?,-1%,9%,1%,29,17%,-9%
O=C(Nc1cccc(-c2cscn2)c1)C1CCN(Cc2ccccn2)CC1,-4,-15%,-5%,4%,6%,-13,-9%,19%
Cc1cc(=O)[nH]c(SCC(=O)c2ccc(O)c(O)c2)n1,31*,4%,-3%,-4%,0%,-4,.,14%
CCCNC(=O)C(Cc1ccc(OC)cc1)NC(=O)c1ccc(Cl)cc1 (stereo unspecified),6,-4%,-4%,-6%,3%,2,22%,-15%
O=C(COc1coc(CN2CCN(c3ccccc3)CC2)cc1=O)Nc1ccccc1F,3,-4%,1%,-4%,-1%,4,15%,16%
CCOC(=O)C1=CC[C@@H](c2ccc([N+](=O)[O-])cc2)N(S(=O)(=O)c2ccc(C)cc2)[C@H]1c1ccccc1,-3,-3%,2%,?,12%,11,20%,-8%
CN(CC(=O)Nc1ccc(F)cc1)C(=O)COC(=O)/C=C/c1cccs1,10,-11%,0%,-13%,-4%,4,27%,8%
CN(C)c1ccc(CNC(=O)CN2CCSc3ccc(S(=O)(=O)N(C)C)cc32)cc1,-9,0%,-4%,.,.,.,25%,5%
CCN(c1ccccc1C)S(=O)(=O)c1nnc(NC(=O)c2ccc(OC)c(OC)c2)s1,-25,-11%,.,.,.,.,15%,17%
CCC1(CC)C(C#N)C(=O)NC(=O)C1C#N (stereo unspecified),0,26%,11%,-1%,-1%,?,-6%,-2%

# Compound profiles, as listed above.
# Cc1cc(=O)[nH]c(SCC(=O)c2ccc(O)c(O)c2)n1 as listed: D3 ag = 31*; Abeta rescue = 4%; aSyn yeast inh = -3%; EPAC2 antagonist = -4%; EPAC2 agonist = 0%; DRD3 antagonist = -4; TDP-43 yeast inh = .; FUS suppressor = 14%
# CCCNC(=O)C(Cc1ccc(OC)cc1)NC(=O)c1ccc(Cl)cc1 (stereo unspecified) as listed: D3 ag = 6; Abeta rescue = -4%; aSyn yeast inh = -4%; EPAC2 antagonist = -6%; EPAC2 agonist = 3%; DRD3 antagonist = 2; TDP-43 yeast inh = 22%; FUS suppressor = -15%

# (further entries)
SMILES,D3 ag,Abeta rescue,aSyn yeast inh,EPAC2 antagonist,EPAC2 agonist,DRD3 antagonist,TDP-43 yeast inh,FUS suppressor
COc1cccc(CC(=O)OC(C)C(=O)NCc2ccc3c(c2)OCO3)c1 (stereo unspecified),8,-8%,0%,2%,-3%,3,-1%,10%
NS(=O)(=O)c1ccc(-c2ccc(/C=C3\SC(=O)NC3=O)o2)cc1,-1,-5%,-3%,?,1%,1,0%,27%
Cc1nc2ccc(Cc3ccc4nc(C)[nH]c4c3)cc2[nH]1,-4,14%,-12%,14%[57.1 µM],-3%,10,0%,1%
c1ccc(-c2nc(NC3CC3)nc(-n3ccnc3)n2)cc1,4,23%,3%,3%,2%,2,5µM*,-2%
COc1ccc(-n2c(C)c(C)c3c(NCCCN(C)C)ncnc32)cc1,-4,-2%,-6%,0%,0%,-4,-16%,7%
C[C@@H]1C=C(C(=O)NC2CC2)O[C@H](OCc2ccc(CO)cc2)C1,10,8%,-1%,6%,-3%,26,11%,26%
Fc1ccc(Nc2nc(Oc3ccc4c(c3)OCO4)nc(N3CCOCC3)n2)c(F)c1,-2,10%,2%,0%,-6%,20,-4%,-9%
CCOc1ccc(CNC(=O)C2CCC(=O)N2C2CCCC2)cc1OC (stereo unspecified),-11,-10%,-3%,13%,0%,-24,-14%,-10%
O=C(O)c1cc2c(cn1)[nH]c1ccccc12,-4,22%,2%,2%,7%,-21,9%,13%
CC(Oc1ccc([N+](=O)[O-])cc1)C(=O)NCC1CCCO1 (stereo unspecified),3,-12%,-3%,3%,10%,5,21%,-2%
COc1ccc(CCN(C)C2CCCN(C(=O)Cn3cnnn3)C2)cc1OC (stereo unspecified),-21,4%,0%,26%,7%,?,-19%,.
Cc1nc(Nc2ccc(F)cc2)nc(Nc2ccc(F)cc2)c1[N+](=O)[O-],9,-20%,1%,-24%,-4%,-8,-27%,25%
Cc1ccc(S(=O)(=O)Nc2cccc(-c3ccc4nnc(C)n4n3)c2)s1,7,1%,-1%,-1%,15%,3,-18%,1%
CSc1nnc(-c2ccccc2SC)o1,4,8%,1%,-2%,3%,10,26%,-17%
Cc1ccc(-c2nn(-c3cccc(F)c3)cc2CNCc2cccnc2)o1,-13,-2%,-2%,3%,-4%,8,-25%,?
COc1ccc(CC(=O)Nc2cc(Cl)ccc2C(=O)O)cc1,4,-2%,-15%,-9%,2%,4,0%,-15%
CCOc1ccc(-c2cccc(NS(=O)(=O)c3c(C)cc(C)cc3C)c2)nn1,5,-5%,.,.,.,.,?,?
CC(C)COc1ccc(C(=O)Nc2nnc(S(=O)(=O)N(C)Cc3ccco3)s2)cc1,-2,1%,.,.,.,.,25%,13%
COc1ccccc1C(=O)NCCC(=O)NNC(=O)C1COc2ccccc2O1 (stereo unspecified),4,0%,2%,11%,10%,28,19%,6%
c1ccc(C(c2ccccc2)N2CCN(Cc3nnnn3C3CCCCC3)CC2)cc1,-1,8%,13%,-11%,1%,-14,-3%,5%
CN(C)C1(CNC(=O)COc2cccc(Cl)c2)CCCCC1,-14,-3%,-8%,.,.,.,2%,-20%
CC1CC(C)CN(S(=O)(=O)c2ccc(C(=O)N(C)Cc3ccccc3)cc2)C1 (stereo unspecified),1,-1%,1%,-8%,-1%,26,?,?
COc1ccc(NC(=O)N(C2CCCCC2)C2CCN(C(C)C)CC2)c(OC)c1,13,0%,-4%,2%,4%,20,14%,.
CCNC(=S)Nc1ccc(Oc2ccccc2)cc1,1,?,-11%,0%,4%,-19,24%,-1%
CC1CCCCC1NC(=O)c1nn(C)c2c1CS(=O)(=O)c1ccccc1-2 (stereo unspecified),1,1%,2%,-4%,-8%,-6,5%,14%
CC(=O)c1cccc(NC(=O)COC(=O)[C@@H](NC(=O)OCc2ccccc2)C(C)C)c1,5,19%,5%,-6%,-8%,9,20%,24%
O=C(NCCc1ccc(Cl)cc1)C1CCN(C(=O)c2sccc2-n2cccc2)CC1,-1,8%,11%,-5%,7%,-26,8%,28%

# Assay outcomes as filed in PubChem.
